# Screens (PubChem)
# BAZ2B inh = inhibitors of human BAZ2B bromodomain. Q9UIF8. AlphaScreen BAZ2B-H3K14Ac peptide displacement. Potency, µM (top dose mostly 114 µM), inactives show at the top dose activity change, negative = inhibition, hits mostly inhibitors. hit rate 4.4% among 360,000. AID 504333; note: potency is the fitted concentration of half-maximal effect; % is set by controls: 0 for no effect and ±100 for the full control effect; nearly all actives have a fitted effect of over 60% in size
#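 AlphaScreen displacement of biotin-H3(5-23)K14Ac peptide (50 nM final) from BAZ2B (50 nM final) in PBS pH 7.4, 0.01% Tween-20; complex preformed 30 min RT, then compounds (top 110 uM) 30 min RT, beads 20 min dark.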
# G9a block = G9a (human) methyltransferase inhibition; Potency, µM (series often up to 102 µM), inactives show top-dose activity, negative = inhibition, hits mostly inhibitors; G9a H3K9 monomethylation, AlphaScreen, 2 h; Q96KQ7; hit rate 8.8% among 350,000; AID 504332; note: potency is the fitted concentration of half-maximal effect; % is set by controls: 0 for no effect and ±100 for the full control effect; nearly all actives have a fitted effect of over 75% in size
#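 G9a (20 nM) preincubated 15 min RT with compounds, then 500 nM biotinylated H3K9 peptide and 20 uM SAM added; 2 h RT reaction. Monomethyl-H3K9 product detected by AlphaScreen with anti-H3K9me1 antibody, streptavidin donor and anti-rabbit IgG acceptor beads.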
# ERG Ets-DNA blk = inhibitors of human ERG Ets domain-DNA interaction; fluorescence polarization, His-ERG Ets domain / labelled DNA; Potency, µM (titrated, usually from 76.9 µM), for the others: at the highest dose FP activity, negative = inhibition, actives largely listed as inhibitors; hit rate 0.028% among 370,000; active = well fitted inhibition curve with a large enough effect in the polarisation, with a control signal flat; inconclusive = small, poorly fitted or top-dose-only effect, or effect the other way, or a change in a side signal; inactive = no such curve, though single readings can be large or run the other way; the % refers to the polarisation;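 note: polarization taken with two DNA probes labelled with fluorescein and Texas red; potency is the fitted concentration of half-maximal effect; % of control where 0% means no effect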
#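 His-tagged ERG Ets domain (1 uM in the protein solution; 300mM KCl, 50mM Tris-HCl, 1mM EDTA, 1mM DTT, pH 7.5) received compound, then a probe mix of 5 nM fluorescein-DNA and 100nM Texas-615-DNA. Fluorescence polarization was read for both dyes.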
# HP1b binding inh = inhibitors of HP1-beta chromodomain binding to methylated histone tails | P83916 | hit rate 0.56% among 390,000 | AID 540317 | Potency, µM (highest dose often 114 µM), for the others: at the highest dose activity change, negative = inhibition, actives largely listed as inhibitors | AlphaScreen HP1-beta / biotin-H3K9me3 peptide binding; note: potency is the fitted concentration of half-maximal effect; nearly all actives have a fitted effect of over 70% in size; inactives centre near 23
# Target sequence (P83916 whole entry, looked up): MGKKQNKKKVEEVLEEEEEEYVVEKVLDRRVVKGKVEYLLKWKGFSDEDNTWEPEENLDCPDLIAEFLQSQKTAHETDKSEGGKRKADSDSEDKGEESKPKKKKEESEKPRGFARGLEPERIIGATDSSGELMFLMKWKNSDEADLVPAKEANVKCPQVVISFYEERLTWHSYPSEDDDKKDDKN
#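 AlphaScreen: HP1-beta (50 nM) preformed 30 min with biotin-H3(1-18)K9me3 peptide (50 nM) in PBS pH 7.4, 0.01% Tween-20. Compound added for 30 min at RT, then streptavidin donor/nickel chelate acceptor beads (10 ug/mL) for 30 min.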
# RGS4 inh = blocks human RGS4-accelerated GTP hydrolysis; AID 504845; Transcreener GDP fluorescence polarization, RGS4-accelerated GTP hydrolysis; Potency, µM (doses to about 114 µM), for the others: at the highest dose activity change, negative = inhibition, usual class: inhibitors; hit rate 0.039% among 390,000; P49798; note: potency is the fitted concentration of half-maximal effect; % is set by controls: 0 for no effect and ±100 for the full control effect; nearly all actives have a fitted effect of over 75% in size; some results filed as inactive show a strong effect at the top dose
# Target sequence (P49798 whole entry, looked up): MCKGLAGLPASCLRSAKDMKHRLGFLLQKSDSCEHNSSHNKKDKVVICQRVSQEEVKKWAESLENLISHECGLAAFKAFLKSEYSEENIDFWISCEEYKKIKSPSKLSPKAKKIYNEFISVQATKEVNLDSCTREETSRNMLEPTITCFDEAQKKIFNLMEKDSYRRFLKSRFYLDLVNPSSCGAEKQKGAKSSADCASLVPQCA
#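 MLSMR compounds (23 nl, pin-transferred) preincubated 10 min at room temperature with a 500nM (2x) first reagent, then RGS4 at 900nM (2x) plus Transcreener GDP mix added; fluorescence polarization (620/688 nm) read before and after 90 min at 30 °C.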
# JMJD2A Tudor inh = inhibitors of human JMJD2A Tudor domain; AID 504339; AlphaScreen JMJD2A-Tudor / H3K4me3 peptide binding; O75164; Potency, µM (titrated, usually from 114 µM), inactives show at the highest dose activity change, negative = inhibition, actives largely listed as inhibitors; hit rate 4.4% among 390,000; note: potency is the fitted concentration of half-maximal effect; % is set by controls: 0 for no effect and ±100 for the full control effect; nearly all actives have a fitted effect of over 50% in size
# PI4K2A block = inhibitors of human PI4K2A; hit rate 0.13% among 420,000; purified PI4K2A, ADP-Glo luminescence, 1 h; active compounds read low; activity change, negative = inhibition, % at 76.9 µM; AID 1346378; Q9BTU6; in the data active = activity change below about -50%; inconclusive = mostly about -30% to -49%;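 note: -100% = wells without enzyme as full effect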
#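 Compounds are screened against recombinant PI4K2A using PI as substrate and ATP, the latter dispensed at 300 microM. Reactions run one hour at ambient temperature before ADP-Glo detection; full inhibition defined by wells lacking enzyme.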
# 12-LOX inh = blocks human arachidonate 12S-lipoxygenase | P18054 | purified 12hLO, xylenol orange hydroperoxide absorbance | Potency, µM (titrated, usually from 108 µM), for the others: at the highest dose activity change, negative = inhibition, hits mostly inhibitors | hit rate 1.1% among 580,000; note: potency is the fitted concentration of half-maximal effect; % is set by controls: 0 for no effect and ±100 for the full control effect
#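 Purified human 12hLO (150 nM final) in 25 mM Hepes, 0.01% Triton X-100, pH 7.0 was preincubated 15 min at room temperature with compound. Then 40 uM arachidonic acid was added, 30 min. Hydroperoxide was read by Fe-XO absorbance ratio 573/405 nm.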
# GLS inh = inhibitors of human glutaminase (GLS); O94925; GLS enzymatic activity, qHTS titration; Potency, µM (titrated, usually from 45.5 µM), for inactives: at the top dose activity change, negative = inhibition, hits mostly inhibitors; hit rate 0.21% among 410,000; AID 624170; note: potency is the fitted concentration of half-maximal effect; % is set by controls: 0 for no effect and ±100 for the full control effect
# Target sequence (O94925 whole entry, looked up): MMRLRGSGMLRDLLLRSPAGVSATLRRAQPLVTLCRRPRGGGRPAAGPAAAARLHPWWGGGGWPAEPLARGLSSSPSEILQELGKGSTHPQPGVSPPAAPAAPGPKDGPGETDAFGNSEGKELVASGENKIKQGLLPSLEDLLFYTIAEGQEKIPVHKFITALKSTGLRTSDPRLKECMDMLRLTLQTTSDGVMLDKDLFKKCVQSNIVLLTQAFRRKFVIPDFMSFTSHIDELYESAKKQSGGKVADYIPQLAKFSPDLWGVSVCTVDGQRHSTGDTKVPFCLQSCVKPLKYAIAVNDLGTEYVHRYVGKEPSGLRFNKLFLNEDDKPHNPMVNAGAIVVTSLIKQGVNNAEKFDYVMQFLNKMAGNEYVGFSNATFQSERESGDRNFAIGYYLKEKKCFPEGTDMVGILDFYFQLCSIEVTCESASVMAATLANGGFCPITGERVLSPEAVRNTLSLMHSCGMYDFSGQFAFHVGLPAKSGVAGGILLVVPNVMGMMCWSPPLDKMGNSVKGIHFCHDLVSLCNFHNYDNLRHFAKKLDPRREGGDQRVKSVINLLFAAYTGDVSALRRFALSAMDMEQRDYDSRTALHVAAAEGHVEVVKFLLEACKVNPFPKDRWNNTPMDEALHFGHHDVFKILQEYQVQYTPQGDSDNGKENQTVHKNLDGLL
#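 Glutamate formation by hKGA was monitored fluorometrically using coupled glutamate oxidase, HRP and Amplex Red. Substrate was added as 1 mM L-glutamine solution; incubation was 30 min at RT after an initial read.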
# Numbers without * were called inactive; ? = inconclusive; / = not tested or not shown; & = joins results of further samples; [ ] = another dose, or the depositor's remark. Unless noted, calls come from the whole dose curve; as a rule, active = well fitted curve in the direction sought with a large enough effect; inconclusive = small, poorly fitted or top-dose-only effect, or another doubt; inactive = no such curve, though single readings can be large; an effect the other way counts as inactive or inconclusive. These rows are one share of the data; rates above refer to the full screens.
BAZ2B inh	G9a block	ERG Ets-DNA blk	HP1b binding inh	RGS4 inh	JMJD2A Tudor inh	PI4K2A block	12-LOX inh	GLS inh	Molecule
2%	/	2%	15%	38%	-3%	3	0%	3%	CC(Sc1nnnn1-c1ccc(O)cc1)C(=O)NC1CCCCC1C (stereo unspecified)
-24%	11%[59 µM]	7%	15%	-5%	-3%	5	?	-9%	Cc1cc(Cl)ccc1Nc1ncccc1C(N)=O
40µM*	?	9%	22%	-21%	?	-21	-4%	0%	COc1cc(-c2nnc(NC(=O)C3=COCCO3)o2)cc(OC)c1OC
-17%	3%[59 µM]	0%	28%[57 µM]	-8%	-14%	-13	?	5%	CC1CCN(S(=O)(=O)c2cc(C(=O)NCCc3ccccc3)n(C)c2)CC1
-2%	20%	7%	33%	-16%	-4%	10	?	10%	COc1ccc(C2C(C#N)=C(N)OC(C(C)(C)C)=C2C#N)cc1OC (stereo unspecified)
8%&-6%	-2%[59 µM]	1%&-10%	29%&12%	2%&19%	0%&1%	8&-7	-8%&2%	0%&-5%	CCOc1ccc(NC(=O)N2CCC(c3ccc(C)cc3)C2)cc1 (stereo unspecified)
1%	?	4%	14%	-1%	-21%	-1	-17%	2%	CCN(CC(=O)Nc1c(F)cccc1F)C(=O)c1ccc(Cl)c(S(=O)(=O)N2CCCC2)c1
-14%	-1%[12.7 µM]	1%	28%	14%	-9%	-1	-17%	18%	CCCNC(=O)c1ccc2c(=O)c(O)c(C)[nH]c2c1
-3%	-14%	9%	53%[activator]	-19%[56.9 µM]	-28%	-1	-8%	-7%	COc1c(C)cc(C(=O)C2CCCN(C(=O)c3cc(C)n(C)n3)C2)cc1C (stereo unspecified)
-33%	?	1%	-9%	-26%	?	0	?	-3%	O=C(Nc1nc2c(s1)CCc1ccccc1-2)c1ccco1

# A section taken from the entries so far, as a working copy:
BAZ2B inh	G9a block	ERG Ets-DNA blk	HP1b binding inh	RGS4 inh	JMJD2A Tudor inh	PI4K2A block	12-LOX inh	GLS inh	Molecule
-3%	-14%	9%	53%[activator]	-19%[56.9 µM]	-28%	-1	-8%	-7%	COc1c(C)cc(C(=O)C2CCCN(C(=O)c3cc(C)n(C)n3)C2)cc1C (stereo unspecified)
-33%	?	1%	-9%	-26%	?	0	?	-3%	O=C(Nc1nc2c(s1)CCc1ccccc1-2)c1ccco1

# In another format: ten of the compounds above.
# Below each SMILES: BAZ2B inh	G9a block	ERG Ets-DNA blk	HP1b binding inh	RGS4 inh	JMJD2A Tudor inh	PI4K2A block	12-LOX inh	GLS inh
> CC(Sc1nnnn1-c1ccc(O)cc1)C(=O)NC1CCCCC1C (stereo unspecified)
  2%	/	2%	15%	38%	-3%	3	0%	3%
> Cc1cc(Cl)ccc1Nc1ncccc1C(N)=O
  -24%	11%[59 µM]	7%	15%	-5%	-3%	5	?	-9%
> COc1cc(-c2nnc(NC(=O)C3=COCCO3)o2)cc(OC)c1OC
  40µM*	?	9%	22%	-21%	?	-21	-4%	0%
> CC1CCN(S(=O)(=O)c2cc(C(=O)NCCc3ccccc3)n(C)c2)CC1
  -17%	3%[59 µM]	0%	28%[57 µM]	-8%	-14%	-13	?	5%
> COc1ccc(C2C(C#N)=C(N)OC(C(C)(C)C)=C2C#N)cc1OC (stereo unspecified)
  -2%	20%	7%	33%	-16%	-4%	10	?	10%
> CCOc1ccc(NC(=O)N2CCC(c3ccc(C)cc3)C2)cc1 (stereo unspecified)
  8%&-6%	-2%[59 µM]	1%&-10%	29%&12%	2%&19%	0%&1%	8&-7	-8%&2%	0%&-5%
> CCN(CC(=O)Nc1c(F)cccc1F)C(=O)c1ccc(Cl)c(S(=O)(=O)N2CCCC2)c1
  1%	?	4%	14%	-1%	-21%	-1	-17%	2%
> CCCNC(=O)c1ccc2c(=O)c(O)c(C)[nH]c2c1
  -14%	-1%[12.7 µM]	1%	28%	14%	-9%	-1	-17%	18%
> COc1c(C)cc(C(=O)C2CCCN(C(=O)c3cc(C)n(C)n3)C2)cc1C (stereo unspecified)
  -3%	-14%	9%	53%[activator]	-19%[56.9 µM]	-28%	-1	-8%	-7%
> O=C(Nc1nc2c(s1)CCc1ccccc1-2)c1ccco1
  -33%	?	1%	-9%	-26%	?	0	?	-3%

# Remaining list, next part
BAZ2B inh	G9a block	ERG Ets-DNA blk	HP1b binding inh	RGS4 inh	JMJD2A Tudor inh	PI4K2A block	12-LOX inh	GLS inh	Molecule
-4%	9%[59 µM]	-15%	2%	-24%	-21%	9	7%	3%	CCCCCn1nc(C)c(/C=N\NC(=O)c2cc(C)oc2C)c1C
-3%	/	-6%	18%	-4%	-21%	-3	-26%	18%	CCOC(=O)C1(Cc2ccccc2C(F)(F)F)CCN(C2CCCC2)CC1
9%	15%	-2%	32%	0%	0%	0	-10%	7%	O=[N+]([O-])c1ccc(Nc2ccccc2)nc1
-7%	-3%[0.0925 µM]	-1%	45%[activator]	2%	-8%	-2	5%	-11%	CC(C)[C@H](NC(=O)N1CCn2c1nc1ccccc12)C(=O)N1CCCCC1
/	/	-1%	?	12%	?	13	-25%	-13%	Cc1cc(C(=O)CN2C(=O)NC(C)(c3cc(F)ccc3F)C2=O)c(C)n1C1CC1 (stereo unspecified)
8%	9%[59 µM]	-7%	14%	-18%	-21%	-3	0%	1%	COc1ccc2nc(C)cc(SCC(=O)N/N=C/c3cccc4ccccc34)c2c1
56µM*	?	2%	10%	?	?	-1	?	-8%	O=C(N=Nc1c(O)[nH]c2ccc([N+](=O)[O-])cc12)c1ccccc1Cl
-2%	?	-3%	7%	9%	-13%	-3	-2%	2%	Cc1nn(C)c2ncc(C(N)=O)c(Oc3ccc(Cl)cc3)c12
-5%	3%[59 µM]	0%	42%[activator]	-28%	-4%[57.1 µM]	-2	-17%	-2%	CCOc1cc(NC(=S)NCc2ccco2)c(OCC)cc1NC(=O)C1CC1
5%	-36%	11%	-5%	-6%	-21%	3	?	9%	Cc1ccc(C(CNS(=O)(=O)c2ccc(Cl)cc2)N2CCN(C)CC2)cc1 (stereo unspecified)
11%	15%	-3%	15%	19%	-19%	2	-18%	-5%	O[C@H]1COC2C1OC[C@@H]2O (stereo partly specified)
-4%	-1%	-8%	17%	15%	-3%	-1	3%	-4%	COc1ccc(CCNC(=O)C2CCN(S(=O)(=O)N3CCOCC3)CC2)cc1OC
-4%	?	2%	23%	13%	-13%	1	0%	13%	COc1ccc(-c2nnsc2N2C(=O)c3ccccc3C2=O)cc1
-6%	?	-1%	3%	-3%	-10%	-2	0%	3%	COC(=O)CC1=C(C(=O)OC)[C@@H](c2ccccc2[N+](=O)[O-])C(C#N)=C(N)O1
-4%	3%	-2%	38%	-4%	-9%	2	-6%	3%	CCCCn1c(SCC(=O)Nc2nnc(C)s2)nnc1-c1ccncc1
0%	28%	-6%	46%[activator]	22%	2%	?	0%	11%	CCCCN(C)C(=O)c1cc2cc3ccc(OC)cc3nc2o1
-36%	79µM*	-4%	0%	-4%	-30%	-8	-11%	7%	CCOc1ccc(N2CC(C(=O)Nc3ccc(OC)c(S(=O)(=O)N4CCCCC4)c3)CC2=O)cc1 (stereo unspecified)
4%	46%[activator]	0%	6%	2%	-16%	-7	-25%	-3%	Cc1nc(Nc2ccccc2)c2oc3ccc(Cl)cc3c2n1
5%	-9%[12.7 µM]	2%	37%	-10%	-20%	-7	154%[activator]	1%	COc1ccccc1NS(=O)(=O)c1cccc(C(=O)NCC(c2cccs2)N2CCOCC2)c1 (stereo unspecified)
9%[57.1 µM]	-3%	6%	33%	-16%	-2%	8	9%	5%	Cc1ccc(NC(=O)CCC(=O)NNC(=O)c2ccco2)cc1C
6%	5%	/	11%	-3%	-19%	-2	2%	16%	O=S(=O)(NC1CCCCC1NCc1ccco1)c1ccccc1 (stereo unspecified)
6%	-5%[59 µM]	13%	46%[activator]	-11%	-16%	-1	-3%	-3%	O=C(O)Cn1nc2ccccc2n1
24%	20%	0%	14%	-2%	3%	4	-12%	1%	CN(C)S(=O)(=O)c1cccc(NC(=O)c2ccc3nccnc3c2)c1
-32%	-3%	-3%	15%	-17%	-3%	3	?	-3%	CCc1ccc(OCC(=O)N2CC(C(N)=O)Oc3ccccc32)cc1 (stereo unspecified)
-1%	8%[59 µM]	2%	15%	-4%	?	1	4%	7%	COc1ccc(Cl)cc1NC(=O)Cn1c2ncccc2c(=O)n1-c1ccc(C)c(C)c1
-12%	-2%[59 µM]	4%	-11%	8%	?	2	348%[activator][57.4 µM]	5%	O=C(NCCCCCCNC(=O)OC1CCS(=O)(=O)C1)OC1CCS(=O)(=O)C1 (stereo unspecified)
